Screening results as filed in PubChem BioAssay.
EBI2 antag – antagonists of human EBI2 receptor; P32249; EBI2 beta-arrestin recruitment, luminescence, 7a,25-OHC stimulated; inhibition, % at 5 µM; hit rate 0.81% among 360,000; AID 651636; in the data active means inhibition above about 38%;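 further: enzyme fragment complementation signal reports receptor beta-arrestin coupling in cells; 0% = agonist plus DMSO wells and 100% = wells without agonist; some results beyond the cut were filed as inactive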
GRIN3A LBD mod – modulators (binders) of human NR3A ligand-binding domain | NR3A LBD differential scanning fluorimetry, Tm shift; 0% = protein alone, 100% = glycine-bound protein | Tm shift relative to glycine control, % at 25 µM | hit rate 2.5% among 340,000;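 active means melting temperature shift of at least 10% of the positive control shift, at one fixed dose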
A3A deaminase – inhibitors of human APOBEC3A DNA deaminase; hit rate 0.41% among 330,000; recombinant A3A, FAM/TAMRA ssDNA deamination fluorescence; AID 493011; inhibition, % at 20 µM; P31941;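 active means at least 40% inhibition at 20 µM here, with at most 30% in a related deaminase screen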;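 further: plate controls were A3A with DMSO for no effect and wells lacking A3A enzyme for full effect; some results filed as inactive read as strong as hits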
Target sequence (P31941 whole entry, looked up): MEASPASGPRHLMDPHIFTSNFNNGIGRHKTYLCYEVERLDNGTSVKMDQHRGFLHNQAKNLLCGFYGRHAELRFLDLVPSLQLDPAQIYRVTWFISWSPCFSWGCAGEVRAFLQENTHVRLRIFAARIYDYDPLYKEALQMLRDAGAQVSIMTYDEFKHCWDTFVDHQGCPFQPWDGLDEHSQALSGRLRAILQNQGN
CCR6 antagonist – CCR6 (human) receptor antagonism | CHO-K1 CCR6 PathHunter beta-arrestin, luminescence, CCL20-stimulated | inhibition, % at 20 µM | hit rate 0.49% among 340,000;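 active means compounds whose inhibition of the agonist-driven luminescence signal at 20 µM reaches about 50%, limit read from the data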;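 further: cells stimulated with CCL20 at 14 nM final; plate controls were DMSO with CCL20 for no effect and DMSO without agonist for full effect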
Target sequence (P51684 whole entry, looked up): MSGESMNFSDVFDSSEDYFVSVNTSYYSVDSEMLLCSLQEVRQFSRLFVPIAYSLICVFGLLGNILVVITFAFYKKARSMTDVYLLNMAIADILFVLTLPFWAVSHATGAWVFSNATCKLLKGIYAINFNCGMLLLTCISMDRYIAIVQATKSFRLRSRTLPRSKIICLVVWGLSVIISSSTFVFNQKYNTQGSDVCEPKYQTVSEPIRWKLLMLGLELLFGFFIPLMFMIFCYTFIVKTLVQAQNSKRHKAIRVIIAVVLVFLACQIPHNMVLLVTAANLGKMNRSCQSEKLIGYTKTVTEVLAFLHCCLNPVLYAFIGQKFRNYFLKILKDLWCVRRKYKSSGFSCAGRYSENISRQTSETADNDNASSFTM
MPTP block – permeability transition pore inhibition. isolated mouse mitochondria, Ca2+ swelling absorbance, 30 min. inhibition, % at 10 µM. hit rate 1.4% among 360,000. AID 602449;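 active means inhibition of 50% or more, scaled per plate between neutral and stimulator controls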;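 further: 0% = DMSO wells given calcium and 100% = 1 mM EGTA wells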
APOBEC3G inh – inhibitors of human APOBEC3G DNA deaminase; Q9HC16; recombinant A3G, ssDNA deamination FAM/TAMRA fluorescence; inhibition, % at 20 µM; hit rate 0.28% among 330,000;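 active means inhibition of at least 40% at 20 µM, with no more than 30% in the related APOBEC3A deaminase screen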;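 further: plate controls were DMSO wells with A3G for no effect and wells lacking A3G enzyme for full effect; some compounds called inactive have numbers as strong as hits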
Target sequence (Q9HC16 whole entry, looked up): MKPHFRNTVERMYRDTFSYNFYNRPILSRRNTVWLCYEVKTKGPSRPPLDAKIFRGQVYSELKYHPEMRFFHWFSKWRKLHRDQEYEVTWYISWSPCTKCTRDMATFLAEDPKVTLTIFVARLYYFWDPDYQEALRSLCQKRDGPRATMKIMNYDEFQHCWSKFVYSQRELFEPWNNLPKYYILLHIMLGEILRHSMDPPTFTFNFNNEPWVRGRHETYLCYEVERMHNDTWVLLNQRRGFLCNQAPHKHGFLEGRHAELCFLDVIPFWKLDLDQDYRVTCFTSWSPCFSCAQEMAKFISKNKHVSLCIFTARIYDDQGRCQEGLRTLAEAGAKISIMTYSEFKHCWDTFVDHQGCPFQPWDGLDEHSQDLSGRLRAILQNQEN
CXCR6 inh – inhibitors of human CXCR6 receptor; O00574; CHO-K1 PathHunter CXCR6 beta-arrestin, luminescence; inhibition, % at 20 µM; hit rate 0.36% among 360,000; AID 602244; in the data active means inhibition above about 34%, passing the limit was not always enough;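 further: antagonist mode with CXCL16 agonist at 10 nM final; 0% = 10 nM CXCL16 with DMSO and 100% = unstimulated wells without agonist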
Gli-Sufu antag – antagonists of Gli-Sufu signaling. Sufu-KO-LIGHT fibroblasts, Gli luciferase reporter luminescence. inhibition, % at 5 µM. hit rate 0.74% among 340,000. AID 588413;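 active means inhibition above about 55%, limit read from the data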;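 further: 0% = DMSO-treated cells and 100% = wells with medium but no cells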
Starred values were filed as active, the others as inactive; nt = no result given.

SMILES	EBI2 antag	GRIN3A LBD mod	A3A deaminase	CCR6 antagonist	MPTP block	APOBEC3G inh	CXCR6 inh	Gli-Sufu antag
N#Cc1ccccc1Cn1cc(/C=N/Nc2ccc([N+](=O)[O-])cn2)c2ccccc21	-23	1	-1	16	1.7	7	25	12
CN(CC(=O)Nc1c(Cl)cccc1Cl)C(=O)C1=COCCO1	-10	-2	2	3	-1.9	-4	5	-5
CCOC(=O)C1CCN(C(=O)Nc2ccc(Cl)cc2Cl)CC1	10	-3	-1	4	1.5	-4	9	-8
CCOC(=O)N/N=C/c1c(C)nn(-c2ccccc2Cl)c1Cl	-6	-14	2	-7	-1.0	-10	3	-81
O=C(CNC1CCCCC1)Nc1ccc(S(=O)(=O)N2CCCCC2)cc1	0	-2	-1	18	1.3	-8	-2	nt
CCc1nnc(NC(=O)c2cccc(NC(=O)C(C)C)c2)s1	2	-1	-5	3	0.5	-5	-1	-46
Cc1ccc2c(c1)nnn2C1CCN(CC(=O)NNC(=O)c2ccco2)CC1	-11	-5	-5	-4	-0.3	-6	-2	-3
CCCCN(CCCC)C(=O)c1sc2nc(N3CCOCC3)c3c(c2c1N)CCCC3	2	1	-1	7	8.8	42*	12	9
CCCCC1=NN(C(=O)c2ccco2)C(O)(C(F)(F)F)C1 (centres undefined)	0	-5	3	19	1.0	-1	2	-2
CCN1CCN(CCC(=O)Nc2cccc(OC)c2)CC1	-3	1	-5	10	-1.0	-7	5	0
COc1ccc(CCN(C)CCc2ccc(OC)c(OC)c2)cc1OC	-4	0	1	-6	-0.4	-4	-2	-1
COc1cc(/C=C/C(=O)c2ccc3c(c2)OCO3)cc(Cl)c1O	-3	-1	-14	9	0.5	-37	21	-22

Overlap with the part before: four entries; new compounds follow.
SMILES	EBI2 antag	GRIN3A LBD mod	A3A deaminase	CCR6 antagonist	MPTP block	APOBEC3G inh	CXCR6 inh	Gli-Sufu antag
CCCCC1=NN(C(=O)c2ccco2)C(O)(C(F)(F)F)C1 (centres undefined)	0	-5	3	19	1.0	-1	2	-2
CCN1CCN(CCC(=O)Nc2cccc(OC)c2)CC1	-3	1	-5	10	-1.0	-7	5	0
COc1ccc(CCN(C)CCc2ccc(OC)c(OC)c2)cc1OC	-4	0	1	-6	-0.4	-4	-2	-1
COc1cc(/C=C/C(=O)c2ccc3c(c2)OCO3)cc(Cl)c1O	-3	-1	-14	9	0.5	-37	21	-22
Cc1nn2cc(-c3ccc(Cl)cc3)cnc2c1Br	10	1	1	9	-0.2	-4	13	-88
Cc1ccc(COC(=O)CCc2nc3ccccc3c(=O)[nH]2)cc1	-8	0	2	6	0.8	-4	-10	2
COc1ccc(CNC(=O)CSc2nnc(C3CC3)n2C2CC2)cc1	3	2	1	-4	0.2	-3	2	7
Cc1nc(Nc2ccc(Cl)cc2)c2nnn(Cc3ccccc3)c2n1	-5	-11	0	-8	-2.1	-4	-4	-4
COc1cccc(NC(=S)NCCc2ccccn2)c1	-8	0	-8	2	-0.6	-6	3	1
Cn1c(=O)cc(Nc2ccccc2)[nH]c1=O	10	2	0	6	-0.3	-3	-2	27
CSc1nc(C)c(C(=O)C[n+]2ccc(C)cc2)cc1C#N	-7	-1	-3	8	-0.2	-8	0	0
Cc1ccc(NC(=O)CCC(=O)OCC(=O)c2ccc(Oc3ccc([N+](=O)[O-])cc3)cc2)c(C)c1	3	1	0	30	36	-1	9	14
O=C(Nc1cccc(F)c1)Nc1c[nH]c(=O)[nH]c1=O	2	-2	4	5	2.1	-2	-3	7
c1ccc(C2=Nn3c(Cn4nnc5ccccc54)nnc3SC2)cc1	11	6	9	4	-1.4	3	-4	-2
Oc1cc(Nc2ccccc2)cc2cccnc12	-29	-1	-2	-5	-0.2	-9	2	9
CN1C(C(=O)NCCc2cccs2)CC2Cn3c(nc4ccccc43)C21 (centres undefined)	1	-3	-4	7	-0.1	-5	-10	-3
CC(C)c1ccc(N(CC(=O)N2CCN(Cc3ccccc3)CC2)S(C)(=O)=O)cc1	1	3	-7	-3	5.0	-5	6	20
CC1CCCC(NC(=O)Cn2c(Cl)nc3c2c(=O)n(C)c(=O)n3C)C1C (centres undefined)	0	1	3	1	0.5	-1	-5	12
Cc1cc(C)nc(NC(=O)CSc2nc3ccccc3s2)n1	-5	-1	7	7	-1.1	-2	-4	-57
C/C=C(\C)C(=O)NCCN1C2=NC[C@H](C(C)C)N2C[C@H]1Cc1ccc(O)cc1	6	1	-2	6	-0.8	-7	1	19
CN1C(=O)C(CC(=O)NCCc2ccccc2)N(NC(=O)c2cccc(F)c2)C1=S (centres undefined)	-7	-2	3	-7	0.3	-3	2	-28
CCCCN(C)C(=O)CSc1nc(NCc2ccc(OC)cc2)c2ccccc2n1	-1	-1	2	11	-1.1	-3	10	-1
CC(OC(=O)/C=C/c1ccccc1)C(=O)Nc1ccc2c(c1)OCCO2 (centres undefined)	-2	-1	-5	11	-0.3	-9	6	-10
O=C(O)C1SCCN1S(=O)(=O)c1ccc(N=NN2CCOCC2)cc1 (centres undefined)	2	-3	-4	7	-0.8	-9	-1	5
COc1ccccc1-n1c(=S)sc2c(=O)n(Cc3ccco3)c(SC)nc21	21	4	-1	15	-0.1	-1	9	15
COc1cccc(-c2nc(CS(=O)CC(=O)NCc3ccccc3Cl)c(C)o2)c1 (centres undefined)	1	0	0	1	-1.1	3	-2	0
Cn1c(=O)[nH]c(=O)c2c1nc1n2CC(COc2ccc3ccccc3c2)O1 (centres undefined)	-3	-1	-3	7	1.7	-8	-10	2
O=C(NCCCn1ccnc1)C(=O)NCC1OCCN1S(=O)(=O)c1cc(F)ccc1F (centres undefined)	-1	0	0	14	0.8	1	5	12

Molecules listed so far that contain a cyano group:
SMILES	EBI2 antag	GRIN3A LBD mod	A3A deaminase	CCR6 antagonist	MPTP block	APOBEC3G inh	CXCR6 inh	Gli-Sufu antag
N#Cc1ccccc1Cn1cc(/C=N/Nc2ccc([N+](=O)[O-])cn2)c2ccccc21	-23	1	-1	16	1.7	7	25	12
CSc1nc(C)c(C(=O)C[n+]2ccc(C)cc2)cc1C#N	-7	-1	-3	8	-0.2	-8	0	0

Next structures:
SMILES	EBI2 antag	GRIN3A LBD mod	A3A deaminase	CCR6 antagonist	MPTP block	APOBEC3G inh	CXCR6 inh	Gli-Sufu antag
COC(=O)NN=C1CCC(c2ccccc2)CC1 (centres undefined)	6	1	0	-2	0.4	-4	7	40
COC(=O)c1ccc(-c2nc(-c3ccc(Br)o3)no2)cc1	1	2	0	-4	-1.6	-6	-3	-60
O=C(CSc1n[nH]c(-c2ccc(S(=O)(=O)NC3CCCCC3)cc2)n1)N1CCCC1	-12	0	2	7	0.7	0	-2	3
S=C(NCCc1ccccc1)Nc1ccc(Cl)cc1	30	27*	4	4	100*	0	-14	-22
O=C(CSc1nncs1)NC(=O)Nc1ccc2c(c1)OCCO2	-3	1	-14	-1	1.0	1	0	-47
CCOc1ccc(C(=O)CCN2CCCCCC2)cc1	-1	2	16	4	-0.4	-2	4	0
c1ccc(Cn2nnnc2C(c2cccnc2)N2CCN(c3ccccc3)CC2)cc1 (centres undefined)	3	4	-2	-13	-0.5	-4	-5	5
COc1ccc2[nH]c(C(=O)N3CCC(Cc4ccccc4)CC3)cc2c1	84*	1	1	4	0.8	-5	2	1
CCCCn1c(NC(=O)c2ccccc2Cl)c(C#N)c2nc3ccccc3nc21	1	4	-9	28	96*	-13	6	15
CCOC(=O)C1=C(C)N(C)C(=O)C1CC(=O)O (centres undefined)	-12	0	3	-5	0.0	-1	-7	1
CCOC(=O)C1CCN(S(=O)(=O)c2ccc3c(c2)CC(=O)N3C)CC1	-15	3	52*	7	-0.3	28	2	-15
O=C(N/N=C/c1cccc(OC(=O)c2cccc(Br)c2)c1)c1cccnc1	-1	-12	-5	3	-0.6	-5	-8	-4
Cn1c(C(=O)N2CCC(C(N)=O)CC2)cc2cc(Cl)ccc21	11	-1	-4	10	-1.1	-3	3	2
O=C(CSC1=NS(=O)(=O)c2cc(F)ccc2N1)NCCc1ccccc1	6	-1	-3	4	2.4	-7	-2	-11
CCOC(=O)N1CCN(C(=O)C2CCN(C(=O)c3ccc(C(C)(C)C)cc3)CC2)CC1	-1	0	-5	10	-0.2	-13	-2	-23
Clc1ccc(OCCCN2CCCC2)cc1Cl	-5	1	-2	24	27	-15	-3	-4
COC1(OC)N=C(N)C2(C#N)C(c3ccc(F)cc3)C12C#N (centres undefined)	4	0	3	-10	0.5	-3	-2	16
Cc1nc(-c2ccc(NC(=O)CC(C)C)cc2)cs1	-4	-4	8	-8	-0.4	6	1	-79
Clc1ccccc1C1Nc2cccc3cccc(c23)N1	-15	0	-1	6	2.6	-1	-13	2
CCc1cc2c(SC(C)C(=O)NC3CCCC3)ncnc2s1 (centres undefined)	1	1	1	17	1.4	10	9	7
O=C(c1ccco1)N1CCN(C(=O)C2Cc3ccccc3CN2S(=O)(=O)c2ccc(F)cc2)CC1 (centres undefined)	7	-2	1	-1	-0.7	-4	-1	6
CCN(CC)S(=O)(=O)c1ccc(NS(=O)(=O)c2cccc(C)c2)cc1	-13	-9	-1	9	0.9	-2	-2	-4
CCOC(=O)C1C(O)=CC(=O)CC1c1ccccc1 (centres undefined)	3	-1	0	-5	-0.2	12	-11	3
CCOc1ccc(S(=O)(=O)Nc2ccccc2C(=O)Nc2ccccc2N2CCOCC2)cc1	4	-3	-1	10	0.1	-1	2	11
Cc1ccccc1CCNC(=O)C1CCC(=O)N(C2CCCCCC2)C1 (centres undefined)	-3	-3	-1	3	-0.6	-1	-10	-21
Cc1cccc(NC(=O)CSc2c3c(nc4ccccc24)CCC3)n1	13	-1	5	13	0.4	3	10	3
O=C(NCCN1CCOCC1)C(Sc1ccccc1)c1ccccc1 (centres undefined)	-5	0	-4	4	3.3	-5	-6	3
C=CCC1(CC=C)CCCN1C(=O)c1cc(COc2cccc(OC)c2)on1	18	-1	-4	34	1.3	-6	-11	14
O=C(Nc1cccc(S(=O)(=O)N2CCCC2)c1)c1cncc(Br)c1	5	-1	-3	10	0.2	-6	-8	-4
COc1ccc(S(=O)(=O)N2CCN(C(=O)C3CCCCC3)CC2)cc1	2	-2	6	7	-2.4	-7	3	19
CN(C)c1ccc(-c2noc(C3CCN(S(=O)(=O)c4ccc(C(=O)O)cc4)CC3)n2)cc1	-4	-12	-5	-9	-2.2	-6	1	16
COc1ccc(NC(=O)CSc2nc(=O)n(CCN(C)C)c3c2CCCC3)cc1	1	-2	-1	11	-0.9	-3	4	8
O=S(=O)(NCCc1cccs1)c1ccc(Br)cc1	-6	2	-3	22	0.0	6	-4	26
COc1cccc(C2C([N+](=O)[O-])=C(N)Oc3cc(C)oc(=O)c32)c1 (centres undefined)	-2	-1	-2	-11	-0.4	-5	6	2
CCOc1cc(/C=N/Nc2nc(=O)[nH]nc2C)ccc1O	6	0	0	-5	-0.8	-1	0	3
COc1ccc(NC(=O)CCNS(=O)(=O)c2cccc3nonc23)cc1	-6	1	0	-13	-1.2	-5	6	14
Cc1ccc(CNCCCSc2ncccn2)cc1	2	1	-1	-6	-0.6	-9	1	21
O=C(CSc1ncccn1)N/N=C/c1ccc(OC2CSC2)cc1	1	-3	3	8	-0.4	-3	7	-22
O=C(CCN1C(=O)C2C3CCC(C3)C2C1=O)OCC(=O)c1cccc([N+](=O)[O-])c1 (centres undefined)	9	-8	-1	41	0.6	1	34	8
Cc1nn(C)cc1C(=O)Nc1cc(Oc2ccc(Cl)cc2)cc([N+](=O)[O-])c1	9	17*	4	9	4.3	2	3	7
Cn1c2c(c(=O)n(C)c1=O)C(c1ccccc1OC(F)F)C1=C(CCCC1=O)N2 (centres undefined)	-12	0	-3	2	-0.6	-3	-3	-4
O=C(NC1CCCN(Cc2ccc(Cl)cc2)C1)c1cccc(N2CCCC2=O)c1 (centres undefined)	-3	1	-1	21	-3.6	-2	-6	20
COc1cc(NC(=O)c2ccc(-c3csc(C)n3)cc2)c(OC)cc1Cl	-1	-12	-6	10	2.1	0	-5	-25
COc1ccc(S(=O)(=O)Nc2ccc(NC(C)=O)cc2)cc1[N+](=O)[O-]	-10	-1	-2	8	2.4	-1	-4	0
